# High-throughput results as filed in PubChem.
# Epigenetic derep – derepresses silenced GFP reporter in murine cells | AID 1865 | murine LDR cells, GFP reporter derepression, 30 h | Potency, µM (top dose mostly 53.9 µM), for the others: top-dose GFP activation, usual class: activators | 280,000 tested, 0.2% active; further: % of control where 0% means no effect; nearly all actives have a fitted effect of over 60% in size
#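 In this reporter-derepression format, murine cells bearing a silenced integrated CMV-GFP locus incubate with test compound (30 h, 37 C), then are washed and imaged; fluorescent objects of 20–120 um count as induced cells.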
# GAA glycogen – GAA glycogen-cleavage inhibition or activation | P10253 | recombinant GAA, glycogen substrate, Amplex Red glucose oxidase fluorescence | Potency, µM (top dose mostly 76.4 µM), without a hit: at the top dose activity change, negative = inhibition, hits mostly inhibitors | 300,000 tested, 0.38% active | AID 2100;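 further: 0% = full enzyme reaction and -100% = no-enzyme basal signal; the screen sought inhibitors and activators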
#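 qHTS, 1536-well; enzyme 4 nM final; cpd up to 77 uM; substrate bovine liver glycogen 30 ug; 50 mM citrate/phosphate pH 5.0, 0.01% Tween-20; 37 C, 40 min; Amplex Red detection 45 min RT; Hill fit → AC50.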
# ALDH1A1 block – blocks purified human ALDH1A1 activity; P00352; Purified ALDH1A1, NADH fluorescence, propionaldehyde substrate; Potency, µM (series often up to 75.3 µM), inactives show top-dose activity, negative = inhibition, actives largely listed as inhibitors; 220,000 tested, 7.3% active; active means well fitted inhibition curve with a large enough effect, not every such curve was filed as active; inconclusive means small, poorly fitted or top-dose-only effect, or another doubt; inactive means no such curve, though single readings can be large or run the other way;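 further: plate controls were no enzyme wells and a reference inhibitor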
# Target sequence (P00352 whole entry, looked up): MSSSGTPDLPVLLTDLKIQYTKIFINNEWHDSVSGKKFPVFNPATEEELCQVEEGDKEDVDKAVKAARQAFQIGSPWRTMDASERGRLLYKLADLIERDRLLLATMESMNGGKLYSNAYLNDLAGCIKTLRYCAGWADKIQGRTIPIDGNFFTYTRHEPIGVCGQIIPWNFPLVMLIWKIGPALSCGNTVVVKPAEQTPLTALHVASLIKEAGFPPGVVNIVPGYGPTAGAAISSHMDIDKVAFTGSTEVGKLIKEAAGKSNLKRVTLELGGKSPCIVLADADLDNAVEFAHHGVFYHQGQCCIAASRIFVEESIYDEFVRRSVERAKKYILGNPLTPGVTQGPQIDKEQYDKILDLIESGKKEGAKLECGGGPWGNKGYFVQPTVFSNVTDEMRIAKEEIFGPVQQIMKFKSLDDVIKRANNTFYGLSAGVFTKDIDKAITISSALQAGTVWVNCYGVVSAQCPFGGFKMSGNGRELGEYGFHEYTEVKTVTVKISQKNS
# aGlu spleen mod – inhibitors or activators of human alpha-glucosidase in spleen homogenate | human spleen homogenate, 4-MU-alpha-glucoside fluorescence | Potency, µM (doses to about 79.9 µM), for the others: at the top dose activity change, negative = inhibition, usual class: inhibitors | 240,000 tested, 0.006% active | AID 2112;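 further: 0% = enzyme with vehicle and -100% = no enzyme basal signal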
#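 Human spleen homogenate (1 ug) incubated with compounds and 1 mM 4-methylumbelliferyl-alpha-D-glucopyranoside in pH 5.0 citrate/phosphate buffer, 37 C, 40 min. Stopped at pH 10; 4-MU fluorescence (Ex 365/Em 440 nm); AC50 by Hill fit.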
# GAA inh – blocks human lysosomal alpha-glucosidase. P10253. purified human GAA, 4-MU-alpha-glucoside fluorescence. Potency, µM (series often up to 76.9 µM), for the others: at the top dose activity change, negative = inhibition, actives largely listed as inhibitors. 200,000 tested, 0.005% active. AID 1466;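 further: plate controls were uninhibited enzyme wells for no effect and no-enzyme background for full effect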
#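 qHTS format, compound range up to 77 uM. Human lysosomal enzyme at 4 nM, 400 uM 4-MU glucoside substrate, pH 5.0, 20 min room temperature; fluorescence after alkaline stop gives activity normalized to controls.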
# aGal spleen mod – alpha-galactosidase A (human) modulation | P06280 | human spleen homogenate, 4MU-alpha-Gal fluorescence, 40 min | Potency, µM (doses to about 80 µM), inactives show at the highest dose activity change, negative = inhibition, actives largely listed as inhibitors | 240,000 tested, 0.008% active | AID 2107;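 further: 0% = enzyme with vehicle and -100% = no enzyme basal signal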
# Target sequence (P06280 32-429 limits assumed): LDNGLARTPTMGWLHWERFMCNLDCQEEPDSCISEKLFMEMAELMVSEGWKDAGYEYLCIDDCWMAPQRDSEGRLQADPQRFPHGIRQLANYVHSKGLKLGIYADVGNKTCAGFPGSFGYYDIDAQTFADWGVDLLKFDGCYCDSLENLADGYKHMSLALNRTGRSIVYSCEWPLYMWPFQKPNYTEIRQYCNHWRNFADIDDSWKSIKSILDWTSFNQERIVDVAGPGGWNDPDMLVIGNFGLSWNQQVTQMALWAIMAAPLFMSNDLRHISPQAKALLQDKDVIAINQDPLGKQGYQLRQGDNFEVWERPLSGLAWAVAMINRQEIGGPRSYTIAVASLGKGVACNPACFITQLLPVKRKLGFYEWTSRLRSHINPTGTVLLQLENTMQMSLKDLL
#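 Spleen homogenate 1 ug + cpd (titration) + 4-MU-alpha-D-galactopyranoside 1 mM; 37C 40 min; 50 mM citrate/phosphate pH 5.0, 0.01% Tween-20; stop pH 10; fluorescence 365/440; AC50 via Hill.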
# NPSR antag – antagonists of human neuropeptide S receptor cAMP signaling; CHO-NPSR cells, cAMP TR-FRET, antagonist mode; Q6W5P4; 220,000 tested, 1% active; Potency, µM (top dose mostly 38.3 µM), for the others: top-dose activity change, negative = inhibition, actives largely listed as inhibitors; further: on the % scale 0 is the no-effect control and ±100 the full control effect; nearly all actives have a fitted effect of over 50% in size; many of its hits are not listed in these tables
# Tau fluor cs – counter-screen for tau fibril formation inhibitors. 280,000 tested, 0.93% active. Potency, µM (top dose mostly 57.7 µM), for the others: at the highest dose activity change, negative = decrease. tau K18 P301L Alexa594 fluorescence, heparin fibrillization; further: on the % scale 0 is the no-effect control and ±100 the full control effect; nearly all actives have a fitted effect of over 55% in size
#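 Human tau K18 P301L (15 uM unlabeled, 0.24 uM Alexa 594-labeled) in 100 mM sodium acetate pH 7 with 20 uM heparin, 6 hr at 37 C. ThT 30 uM added, 1 hr ambient; Alexa 594 FP and total fluorescence read at 555/632 nm.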
# Starred values were filed as active, the others as inactive; ? = inconclusive; · = no result given; & = joins results of further samples; [ ] = dose if it differs, or a comment. Unless noted, the call rests on the fitted dose curve; in most records, active means well fitted curve in the direction sought with a large enough effect; inconclusive means small, poorly fitted or top-dose-only effect, or another doubt; inactive means no such curve, though single readings can be large; an effect the other way counts as inactive or inconclusive. Potency means the concentration at half of the fitted maximal effect.
SMILES,Epigenetic derep,GAA glycogen,ALDH1A1 block,aGlu spleen mod,GAA inh,aGal spleen mod,NPSR antag,Tau fluor cs
CCOC(=O)C1(CCc2ccccc2)CCN(Cc2ccc3c(c2)OCCO3)CC1,5.6%,-14.8%,?,-19.6%,?,8.5%,-0.5%,-18.8%
Cc1nc2c(-c3ccc(F)cc3)c(C)nn2c(C)c1CCC(=O)N1CCC2(CC1)OCCO2,-2.1%,3.0%,?,-3.8%,-8.4%,11.6%,-23.0%[46.1 µM],-2.5%
Nc1nonc1OCCCCOc1nonc1N,-0.6%,15.9%,-4.5%,6.3%,2.7%,0.7%,6.3%,5.8%
CCOC(=O)c1c(C)n(Cc2ccc(F)cc2)c2ccc(O)cc12,-1.0%,-26.5%,·,1.9%,·,-3.0%,-29.6%,?
Cc1ccc(-c2ccc(=O)n(CC(=O)N3CCC4(CC3)OCCO4)n2)cc1,0.0%,-0.2%,?,3.1%,0.4%,-0.7%,14.4%,-3.2%
CN(C(=O)Cc1ccc(Cl)c(Cl)c1)C(CN1CCCC1)c1cccc(OCC(=O)O)c1 (stereo unspecified),-0.2%&0.8%,·,-0.7%&2.4%,-1.6%&2.0%,·,5.6%&3.3%,?,-8.0%&0.3%
CCOC(=O)CC1=C(C(=O)OCC)C2(C(=O)N1CC(=O)OC)C(C#N)=C(N)Oc1ccccc12 (stereo unspecified),0.8%,-2.8%,1.12µM*,-2.5%,-3.5%,18.2%,-2.6%[46.1 µM],-7.4%
c1ccc(Cn2ccnc2)cc1,-0.4%,6.5%,5.8%,7.5%,10.3%[15.4 µM],7.6%,14.9%,-13.7%
O=P(Nc1cccc(Cl)c1)(Oc1ccccc1)Oc1ccccc1,-0.1%,5.7%,-2.3%,5.2%,-7.3%,5.0%,-56.7%,-7.0%
CC(=O)N1CCN(c2ccc(OCC3CO[C@@](Cn4ccnc4)(c4ccc(Cl)cc4Cl)O3)cc2)CC1 (stereo partly specified),0.0%,·,-0.3%,-0.7%,·,0.1%,·,?
CC1=NN(c2ccccc2)C(=O)/C1=C/c1c(O)[nH]c(=O)[nH]c1=O,-4.2%,7.6%,?,-0.1%,-6.3%,-6.8%,-10.7%,-10.4%
CCCOC(=O)Nc1ccc([As](=O)(O)O)cc1NC(=O)OCCC,0.0%,4.7%,·,-1.9%,·,-0.4%,6.2%,·
CCCCNC(=O)Oc1cc(CCl)on1,1.3%,-6.5%,12.6µM*,·,-4.5%,-6.5%,7.9%,-5.6%
O=c1ccc2cc(OC3OC(CO)C(O)C(O)C3O)c(O)cc2o1 (stereo unspecified),-0.6%,·,?,3.2%,·,2.7%,·,1.7%
CC(C)Sc1nnc([C@@H](N)Cc2c[nH]c3ccccc23)o1,-0.7%,1.6%,-12.1%,4.0%,-4.4%,9.0%,?,-10.1%
COc1ccc(-n2c(SC)nc3ccccc3c2=O)cc1,-1.6%,3.9%,9.7%,3.1%,-9.5%,10.0%,-14.1%[46.1 µM],-3.8%
CCCN1CCC[C@H](c2cccc(O)c2)C1,-0.1%,·,-2.4%,4.2%,·,-1.2%,-3.1%[46.1 µM],-0.3%
O=C(CNC(=O)c1cccs1)NCC(=O)OCC(=O)c1ccc([N+](=O)[O-])cc1,?,-6.4%,2.24µM*,-12.7%,2.4%,-19.2%,12.1%,-9.9%
CC(=NCc1ccc2c(c1)OCO2)c1c(O)[nH]c(=O)[nH]c1=O,-1.9%,-11.0%,4.4%,-6.4%,0.3%,-7.7%,-6.8%[46.1 µM],-10.5%
Cc1ccc(C)c(NC(=O)CSc2nnc([C@@H](N)Cc3c[nH]c4ccccc34)o2)c1,-0.8%,-0.3%,-62.9%,-14.5%,-1.2%,-4.5%,-0.8%[46.1 µM],-23.7%
COC(=O)[C@@]1(Cc2ccccc2)[C@H]2c3cc(C(=O)N(C)C)n(C)c3C[C@H]2CN1C(=O)c1ccccc1,-0.5%,·,2.9%,-1.6%,·,2.3%,·,-2.9%
COc1ccc(CNC(=O)C(NC(C)=O)C(C)C)cc1OC (stereo unspecified),1.1%,1.3%,0.8%,1.1%,-0.7%,-0.4%,10.2%,3.3%
O=C1Nc2cc(Cl)c(Cl)cc2N2CCNC[C@H]12,2.5%,·,?,9.5%,·,-0.9%,·,-12.4%
COc1cc2c(cc1C=O)OCO2,-1.1%,4.9%,3.9%,-6.9%,3.1%,-1.6%,33.1%,2.0%
NC(=O)CSc1nnc([C@@H](N)Cc2c[nH]c3ccccc23)o1,2.3%,-11.1%,?,-4.4%,2.4%,-17.4%,-27.0%[46.1 µM],-9.1%

# Some of the entries above in a different format:
Molecule | Epigenetic derep | GAA glycogen | ALDH1A1 block | aGlu spleen mod | GAA inh | aGal spleen mod | NPSR antag | Tau fluor cs
Nc1nonc1OCCCCOc1nonc1N | -0.6% | 15.9% | -4.5% | 6.3% | 2.7% | 0.7% | 6.3% | 5.8%
CCOC(=O)c1c(C)n(Cc2ccc(F)cc2)c2ccc(O)cc12 | -1.0% | -26.5% | · | 1.9% | · | -3.0% | -29.6% | ?
Cc1ccc(-c2ccc(=O)n(CC(=O)N3CCC4(CC3)OCCO4)n2)cc1 | 0.0% | -0.2% | ? | 3.1% | 0.4% | -0.7% | 14.4% | -3.2%

# New compounds follow:
SMILES,Epigenetic derep,GAA glycogen,ALDH1A1 block,aGlu spleen mod,GAA inh,aGal spleen mod,NPSR antag,Tau fluor cs
COc1ccc(Nc2nc(N3CCN(C)CC3)nc3ccccc23)c(OC)c1,-7.1%,1.6%,?,0.8%,6.3%,0.5%,-21.9%,7.1%
Cc1cc(N2C(=O)C3CCCN3C2c2ccccc2)no1 (stereo unspecified),-2.2%,11.9%,-7.5%,3.1%,-6.9%,-3.0%,-7.8%[46.1 µM],4.3%
N=C1c2ccccc2CN1NC(=O)c1ccc(Cl)cc1,-0.9%,-6.6%,17.7%,0.7%,?,5.3%,-6.3%[46.1 µM],4.5%
CCC1C2CC3C4N(C)c5ccccc5[C@]45CC(C2C5O)N3C1O (stereo partly specified),0.0%,·,10.3%,1.0%,·,-0.9%,·,-11.5%
COc1ccc(Cl)cc1C(=O)C1CCCN(Cc2cnc(C)s2)C1 (stereo unspecified),1.0%,5.9%,7.6%,-1.0%,2.9%,-0.3%,20.8%,-21.7%
O=C(c1cc(S(=O)(=O)N2CCCCC2)ccc1F)N1CCC2(CC1)OCCO2,0.1%,4.4%,?,-14.9%,-2.4%,0.9%,-6.1%[46.1 µM],-6.2%
C=Cn1ccnc1P(=S)(c1cc(N(CC)CC)ns1)c1nccn1C=C,0.3%,-8.6%,-2.2%,-3.7%,1.1%,10.9%,-25.6%[46.1 µM],-4.4%
O=c1[nH]c(=S)n(CCC2=CCCCC2)c(O)c1C=NC1CCN(Cc2ccccc2)CC1,-1.5%,1.6%,-5.1%,-2.6%,5.5%,14.1%,4.6%[46.1 µM],-8.6%
O=C(O)c1ccc2[nH]cc(CCCCN3CC=C(c4ccccc4)CC3)c2c1,1.7%,·,-15.2%,6.6%,·,-1.7%,·,-10.1%
COc1cccc(-n2c(O)c(C=NCc3ccc4c(c3)OCO4)c(=O)[nH]c2=O)c1,0.0%,12.1%,-3.2%,2.9%,-7.6%,-3.4%,-6.3%[46.1 µM],4.9%
COc1ccc(N=Nc2c(O)[nH]c(=S)[nH]c2=O)cc1,-1.1%,-0.7%,-2.9%,-9.6%,-8.2%,-4.8%,-34.5%,-10.2%
CCCCn1c(N)c(C(=O)NCCN2CCOCC2)c2nc3ccccc3nc21,-1.2%,-8.3%,?,16.3%,?,?,?,-16.2%
Clc1ccccc1CN1CCN(c2cccc3[nH]ccc23)CC1,-1.0%,?,·,1.4%,·,6.7%,12.4%,?
COc1ccc2[nH]c3c(c2c1)CCNC3,3.7%,·,4.4%,7.7%,·,-10.5%,-18.1%[46.1 µM],-11.0%
COc1ccc(NC(=S)NC(NC(=O)CF)C(Cl)(Cl)Cl)cc1[N+](=O)[O-] (stereo unspecified),0.2%,-1.7%,?,-18.3%,3.4%,0.8%,-13.1%,-9.6%
C(CCc1nn[nH]n1)CCc1nn[nH]n1,-3.9%,-8.5%,2.7%,0.8%,5.0%,1.5%,20.2%,1.9%
Cc1nc2c(-c3ccccc3)c(C)nn2c(C)c1CCC(=O)N1CCC2(CC1)OCCO2,-1.0%,5.1%,?,-5.6%,2.8%,-10.7%,-7.2%,-6.3%
COCCNC(=O)c1ccc(N2CC3CC(C2)c2cccc(=O)n2C3)c([N+](=O)[O-])c1 (stereo unspecified),-1.3%,4.6%,?,·,-16.6%,-4.5%,7.4%,2.0%
CN(C)P(=O)(CCl)Nc1ccccc1 (stereo unspecified),1.6%,-8.7%,9.9%,-8.6%,5.6%,0.4%,25.5%,-10.2%
O=C(Oc1c(Cl)cc(Cl)c2ccccc12)N1CCCCC1,0.0%,5.2%,-3.0%,8.0%,-0.7%,4.2%,?,-15.9%
O=C1C=C2C=C[C@@H]3C[C@@]2(O1)[C@H]1CCCCN31,4.5%&4.2%,·,-7.0%&-9.0%,-9.2%&8.3%,·,0.2%&7.9%,·,-11.0%&-13.2%
COc1ccc(OCc2n[nH]c(=S)n2Cc2ccco2)cc1,0.8%,-3.5%,?,2.8%,-2.7%,10.8%,-22.5%,-7.5%
CCOP(=O)(OCC)C1(C(=O)O)CCCC1,-0.2%,7.5%,7.1%,2.9%,-7.4%[15.4 µM],2.8%,-25.6%,7.7%
Cc1noc(C)c1C(=O)N1CCC2(CC1)OCCO2,-12.3%,4.1%,-1.0%,-3.4%,4.5%,-9.6%,-11.3%[46.1 µM],-0.5%
O=C1C2CCCN2C(c2cccnc2)N1c1ccc(Cl)cc1 (stereo unspecified),1.0%,0.6%,?,-4.8%,-3.4%,-3.8%,-13.7%[46.1 µM],-18.0%
CC(C)Oc1cccnc1N(C)C1CCN(Cc2ccccc2)CC1,-0.2%,·,?,-8.8%,·,1.6%,14.7%[46.1 µM],-1.1%
C/C(=N\NC(=O)c1ccccc1O)c1c(O)n(Cc2ccccc2)c(=O)[nH]c1=O,-0.4%,-19.5%,?,3.2%,1.7%,4.3%,14.7%,?
CC(=O)OC1N=C(c2ccc(Cl)cc2)c2cc(Br)ccc2NC1=O (stereo unspecified),0.8%,-18.2%,-3.5%,-4.3%,-1.3%,-1.0%,-12.0%[46.1 µM],-17.9%

# An excerpt; the hit share may differ from the screen's.
